High-throughput results as filed in PubChem.
MLL CXXC-DNA inh = qHTS Fluorescence Polarization Assay for Inhibitors of MLL CXXC domain - DNA interaction; 0.037% of 290,000 active; MLL-CXXC / FITC-HOXA9 DNA fluorescence polarization; Potency, µM (doses to about 115 µM), for the others: at the top dose activity change, negative = inhibition, hits mostly inhibitors; Histone-lysine N-methyltransferase 2A (Homo sapiens), Q03164; active = well fitted inhibition curve with a large enough effect in the polarisation, with a control signal flat, not every such curve was filed as active; inconclusive = small, poorly fitted or top-dose-only effect, or effect the other way, or a change in a side signal; inactive = no such curve, though single readings can be large or run the other way; the % refers to the polarisation; also: potency is read from the fitted curve at half-maximal effect
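Fluorescence polarization: 7 uM MLL-CXXC (stock) preincubated 5 min with compounds, then 50 nM fluorescein-HOX-A9 DNA (stock) added; 30 min ambient. Buffer 50 mM Tris-HCl pH 7.5, 50 mM NaCl, 1 mM DTT, 0.05% BSA.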
ELG1 DNA repair = qHTS screen for small molecules that inhibit ELG1-dependent DNA repair in human embryonic kidney (HEK293T) cells expressing luciferase-tagged ELG1; Potency, µM (highest dose often 46.1 µM), inactives show at the top dose activity change, negative = inhibition, usual class: inhibitors; 2.3% of 330,000 active; HEK293T ELG1-luciferase reporter, luminescence, 16 h; DNA damage induced by 5-fluorouridine; also: potency is read from the fitted curve at half-maximal effect; % is scaled to controls: 0 for no effect and ±100 for the full control effect; nearly all actives have a fitted effect of over 55% in size
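In this reporter screen, reduction of luminescence relative to DMSO vehicle indicated activity. Compounds and 5-fluorouridine were added together to 2,000 cells per well, incubated for 16 hr at 37 °C, then developed with ONE-Glo.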
PTAP TSG101 blk = qHTS Assay for Iinhibitors of HIV-1 Budding by Blocking the Interaction of PTAP/TSG101; Potency, µM (highest dose often 115 µM), inactives show top-dose activity change, negative = inhibition, most hits filed as inhibitors; 340,000 tested, under 10 active; AID 493005, 2010; Fluorescence polarization, FITC-PTAP peptide / Tsg101 binding; Tumor susceptibility gene 101 protein (Homo sapiens), Q99816; active = well fitted inhibition curve with a large enough effect in the main read-out, with a control signal flat, not every such curve was filed as active; inconclusive = small, poorly fitted or top-dose-only effect, or effect the other way, or a change in a side signal; inactive = no such curve, though single readings can be large or run the other way; also: potency is read from the fitted curve at half-maximal effect; % of control where 0% means no effect
Target sequence (Q99816 whole entry, looked up): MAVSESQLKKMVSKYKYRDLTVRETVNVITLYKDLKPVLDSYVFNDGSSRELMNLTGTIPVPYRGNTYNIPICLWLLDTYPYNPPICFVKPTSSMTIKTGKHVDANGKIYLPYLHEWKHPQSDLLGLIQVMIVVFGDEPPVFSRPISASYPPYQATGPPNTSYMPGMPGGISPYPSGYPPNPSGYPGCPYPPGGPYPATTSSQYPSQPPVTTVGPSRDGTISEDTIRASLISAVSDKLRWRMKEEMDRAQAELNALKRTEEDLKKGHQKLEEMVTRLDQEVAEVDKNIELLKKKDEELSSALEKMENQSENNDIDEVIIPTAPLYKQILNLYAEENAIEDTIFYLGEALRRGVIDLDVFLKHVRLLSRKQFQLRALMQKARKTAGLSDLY
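Steps: Tsg101 binding domain dispensed (10 uM final), compounds pinned in DMSO, FITC-labeled PTAP-motif peptide added (50 nM final); after 20 min binding at room temperature, polarization measured.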
BRCA1 expr act = qHTS Assay to Identify Small Molecule Activators of BRCA1 Expression. AID 624202, 2012. 1.1% of 380,000 active. MCF7-BRCA1-FFLuc reporter, luminescence, 48 h; response scale: scaled: vehicle 0%, 10 µM genistein 100%. Potency, µM (titrated, usually from 46.1 µM), for inactives: at the highest dose activation, usual class: activators; also: potency is read from the fitted curve at half-maximal effect; nearly all actives have a fitted effect of over 80% in size; some results filed as inactive show a strong effect at the top dose
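Luminescence from a BRCA1-driven firefly luciferase in MCF7 cells was the read-out, taken 15 min after substrate addition following 48 h compound exposure at 37 °C. Data were normalized to a 10 microM genistein control and DMSO vehicle.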
B2AR arrestin = qHTS assay of beta-arrestin-biased ligands of beta2-adrenergic receptor; Beta-2 adrenergic receptor (Homo sapiens), P07550; beta-arrestin recruitment to beta2AR, cell-based reporter; Potency, µM (doses to about 46.1 µM), for the others: top-dose activation, usual class: activators; 0.02% of 330,000 active;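 also: potency is read from the fitted curve at half-maximal effect; 0% = DMSO controls and full agonism = EC100 isoproterenol or metaproterenol; nearly all actives have a fitted effect of over 65% in size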
Target sequence (P07550 whole entry, looked up): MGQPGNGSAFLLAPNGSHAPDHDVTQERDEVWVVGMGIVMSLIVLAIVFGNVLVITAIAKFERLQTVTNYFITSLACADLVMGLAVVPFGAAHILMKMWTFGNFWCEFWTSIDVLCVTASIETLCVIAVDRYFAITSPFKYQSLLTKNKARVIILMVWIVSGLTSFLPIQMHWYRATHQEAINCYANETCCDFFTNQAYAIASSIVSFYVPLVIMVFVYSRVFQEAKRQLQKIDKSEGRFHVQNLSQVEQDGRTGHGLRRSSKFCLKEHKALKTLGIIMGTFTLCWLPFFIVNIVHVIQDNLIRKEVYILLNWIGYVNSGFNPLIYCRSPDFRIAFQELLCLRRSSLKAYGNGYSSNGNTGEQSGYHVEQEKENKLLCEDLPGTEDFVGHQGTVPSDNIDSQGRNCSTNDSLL
TRPV1 ag = HTS Assay for Compounds that Act as Agonists of the Vanilloid Receptor 1; TRPV1-expressing cells, Fluo-8 calcium influx, agonist mode; activation, % at 8.33 µM; AID 540275, 2011; 0.19% of 320,000 active; in the data active = activation above about 80%; inconclusive = between about 30% and that limit; also: 0% is about no effect
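TRPV1-expressing cells were cultured overnight at 35.5C and loaded with Fluo-8 calcium dye for 40 to 90 min at room temperature. After a 10 s baseline, compound was added and calcium influx was read kinetically for 3 min (ex 480/em 520 nm).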
p53 reactivation = qHTS assay for re-activators of p53 using a Luc reporter; H1299 p53-A138V BP100-luciferase reporter, luminescence, 24 h; Potency, µM (highest dose often 92.2 µM), without a hit: at the top dose activity change, positive = activation, most hits filed as activators; 0.063% of 320,000 active; AID 504706, 2011; also: potency is read from the fitted curve at half-maximal effect; % of control where 0% means no effect; nearly all actives have a fitted effect of over 45% in size
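p53-null H1299 cells stably carrying temperature-sensitive p53-A138V and a BP100-luciferase reporter were pinned with compounds (4-point, 1:5 series) and held 24 hrs at 37 deg C. Luminescence was read 10 min after detection reagent.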
A-T KAP1 phos = qHTS Assay for Identifying a Potential Treatment of Ataxia-Telangiectasia. Potency, µM (highest dose often 57.5 µM), for inactives: at the highest dose activation, usual class: activators. […] A-T fibroblasts, KAP-1 phosphorylation AlphaLISA; neocarzinostatin DNA damage 30 min before lysis. 0.19% of 320,000 active. AID 485349, 2010; also: potency is read from the fitted curve at half-maximal effect; % of control where 0% means no effect; nearly all actives have a fitted effect of over 45% in size
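hTERT-immortalized A-T patient fibroblasts ([…]), 500 cells/well in OPTI-MEM, 1% FBS, got compounds for 60 min, then NCS for 30 min at 37C. Lysates were then assayed for phospho-KAP-1 by AlphaLISA (anti-pKAP1 donor, anti-KAP1 acceptor beads), 6 hr at 25C.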
Integrin act MD = qHTS for Activators of Integrin-Mediated Alleviation for Muscular Dystrophy; alpha7betagal myoblasts, beta-gal FDG fluorescence, 48 h; AID 624291, 2012; Potency, µM (highest dose often 38.3 µM), without a hit: at the highest dose activation, actives largely listed as activators; 0.064% of 350,000 active;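 also: potency is read from the fitted curve at half-maximal effect; 100% = response of the positive control SU9516; nearly all actives have a fitted effect of over 60% in size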
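alpha7betagal+/- myoblasts (passage 13, 250/well) treated 48 h at 37C with compounds at 1:260 dilution of DMSO stock. Lysed, then beta-galactosidase activity read as FDG fluorescence (ex 480/em 540) after 30 min, with pre-read for autofluorescence.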
TCR act = Activators of T cell receptors: qHTS campaign. primary human leukocytes, anti-CD3, IL-2 HTRF, 48 h. Potency, µM (highest dose often 9.22 µM), for inactives: top-dose activation of IL-2 secretion, hits mostly activators. 330,000 tested, under 10 active. AID 504894, 2011; also: % of control where 0% means no effect
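1) Mix primary human leukocytes, a-CD3 beads and compound. 2) Incubate 48 hr. 3) Add HTRF IL-2 reagents (a-IL-2-K, a-IL-2-d2).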
The depositor's hits bear a star; ? = inconclusive; · = not tested or not shown; & = joins results of further samples; [ ] = another dose, or the depositor's remark. Unless noted, calls follow the shape of the dose curve; as a rule, active = well fitted curve in the direction sought with a large enough effect; inconclusive = small, poorly fitted or top-dose-only effect, or another doubt; inactive = no such curve, though single readings can be large; an effect the other way counts as inactive or inconclusive.

SMILES	MLL CXXC-DNA inh	ELG1 DNA repair	PTAP TSG101 blk	BRCA1 expr act	B2AR arrestin	TRPV1 ag	p53 reactivation	A-T KAP1 phos	Integrin act MD	TCR act
O=C(Nc1cn(-c2ccccc2)nc1-c1cccs1)c1ccco1	-10%	-3%	-4%	24%	0.2%	?	-1%	-1%	21%	-1%
Cc1ccc(NC2CCCN(C(=O)CCn3nccc3C)C2)cc1C (stereo not given)	-11%	5%	-3%	0%	-0.8%	-14	-21%	-2%	4%	9%
O=C(CCn1c(=O)oc2ccccc21)NCCN1CCc2ccccc2C1	3%	5%	-4%	7%	-0.4%	-2	-6%	1%	-22%	1%
O=C(c1cc(COc2ccc(F)c(F)c2)on1)N1CCOCC1	10%	?	-8%	?	0.2%	?	1%	-5%	?	-7%
COc1ccc2[nH]cc(CCNC(=S)NC3CCCC3)c2c1	-25%	-12%	-7%	1%	-0.9%	24	-2%	0%	-12%	5%
CCCC(=O)c1ccc(N2CCCCC2)c(F)c1	3%	?	-3%	?	-0.1%	24	-1%	2%	?	3%
Cc1ccc(OCc2cn3cccnc3n2)cc1	-4%	?	-1%	?	0.3%	21	?	·	-13%	-2%[46.1 µM]
Cc1cc(S(=O)(=O)N2CCCOC2CNC(=O)C(=O)NCc2cccs2)ccc1F (stereo not given)	4%	-16%	-6%	-44%	0.0%	1	-42%[inhibitor]	11%	-3%	2%
CCOc1ccc(-n2c(SCc3nc(-c4cccs4)no3)nnc2-c2ccncc2)cc1	-8%	-18%	-8%	-26%	0.0%	1	24%	3%	-14%	0%
Cc1onc(-c2ccccc2)c1C(=O)Nc1nnc(C(C)C)s1	-2%	-14%	0%	2%	0.0%	-1	12%	9%	-4%	7%
COC(=O)Cc1ccc(N(Cc2ccccc2F)S(=O)(=O)c2ccc(Cl)cc2)cc1	2%	-6%	1%	-17%	-0.2%	3	4%	9%	-3%	5%
O=C(CCC(=O)c1ccc(Oc2ccccc2)cc1)Nc1cccc(Cl)c1	12%	19%	0%	-7%	-0.4%	15	-10%	-4%	12%	5%[46.1 µM]
CC1CCC2C(=O)N(c3ccc(C(=O)Oc4cccc5cccnc45)cc3)C(=O)C2C1 (stereo not given)	15%	?	-12%	-66%	?	-4	3%	-6%	-36%[inhibitor]	-6%[46.1 µM]
O=C(OCC(=O)N1CCc2ccccc2C1)c1ccc(F)cc1Cl	·	?	-1%	51%	0.3%	·	?	-1%	25%	-5%
Cc1cc(C)cc(OCc2nnc(SCC(=O)OC3CCCCC3)o2)c1	-1%	8%	-8%	9%	-1.1%	11	3%	-4%	8%	3%
CC(C)C(NC(=O)c1ccccc1)C(=O)N1CCN(C/C=C/c2ccccc2)CC1 (stereo not given)	·	-28%	-8%	-17%	0.3%	6	-11%	-3%	-12%	3%
CC1Oc2ccccc2N(CC(=O)NCc2ccccc2)C1=O (stereo not given)	-4%	?	0%	?	-1.0%	5	4%	-1%	3%	0%
Cc1ccc(CNC(=O)Nc2ccc(F)cc2)n1C	12%	9%	-4%	3%	0.1%	4	3%	4%	17%	-4%
Cc1ncc(CO)c2c1Oc1nc(-c3ccccc3)nc(SCC(=O)N(C)c3ccccc3)c1C2	4%	?	·	·	-0.3%	-5	-5%	12%	·	·
CCOC(=O)Cn1nc(-c2ccccc2)c2ccccc2c1=O	6%	-2%	-2%	21%	0.4%	5	0%	-5%	14%	3%
O=C(NCC1CCOCC1)c1ccc2nc(Cc3cccc(Cl)c3)oc2c1	-7%	1%	5%	10µM*	-0.9%	-1	0%	-34%	-15%	3%
CC(C)(C)C1CCc2onc(C(=O)NC3CCCC3)c2C1 (stereo not given)	-7%	2%	-5%	-2%	-0.1%	2	10%	3%	2%[7.66 µM]	3%
O=C(CSc1nnc(NC(=O)C2CC2)s1)NCc1ccccc1	-4%	8%	0%	3%	0.5%	-1	7%	3%	3%	3%
COc1cc2nc(CN3CCN(S(=O)(=O)c4ccccc4C(F)(F)F)CC3)[nH]c(=O)c2cc1OC	·	?	-10%	-13%	2.8%	·	-10%	9%	20%	1%
COc1ccc(C2N(C(=O)C(F)(F)F)C(C)CN2S(=O)(=O)c2ccc(C)cc2)cc1 (stereo not given)	2%	0%	-1%	-4%	-0.4%	19	-6%	-3%	-5%	0%
CC(C#N)(NC(=O)CN1CCN(S(=O)(=O)c2cc(C(F)(F)F)ccc2Cl)CC1)C1CC1 (stereo not given)	·	2%	-3%	4%	0.4%	9	-10%	2%	13%	-4%
CCSc1nnc(C)n1-c1ccc(C(=O)O)cc1	-2%	2%	-5%	5%	-0.2%	-6	9%	1%	12%	-2%
COc1cc(/C=C2\C(=N)N3N=C(S(C)(=O)=O)SC3=NC2=O)cc(OC)c1OCCOc1cccc(C)c1	4%	-6%	-8%	2%	11%	-1	2%	-23%	?	5%
CCc1c(O)nc(SCC(=O)Nc2nc3ccccc3s2)n(C2CCCCC2)c1=O	0%	5%	0%	-19%	-0.5%	-1	-1%	-3%	-5%	-2%
Cc1ccc(S(=O)(=O)NC(C)(C)CSc2nnc(Nc3ccccc3)s2)cc1	-23%	23µM*	0%	-74%	0.5%	14	2%	·	-57%[inhibitor]	·
CCOc1ccc(Br)cc1C(=O)N/N=C/c1cccnc1	16%	-6%	-4%	-9%	-0.2%	-4	3%	4%	7%	0%
S=C1NCCc2ccc(Cl)cc2C1c1ccccc1Cl (stereo not given)	15%	-4%	4%	-79%	0.0%	1	3%	10%	-12%	-3%[46.1 µM]
Clc1ccc(C#Cc2cccnc2)cc1	·	?	0%	32%	-0.2%	2	23%	21%	10%	6%
CCc1n[nH]c(=S)n1/N=C/C(C)=C\c1ccccc1	-24%	-15%	-1%	?	0.1%	3	17%	-3%	4%	0%
COc1ccccc1/C=C1\SC(=S)N(CCC(=O)NCCCN2CCOCC2)C1=O	-1%	-9%	2%	27%	-0.4%	0	10%	-4%	-27%	3%
COc1cccc(NC(=O)C2CCCN(S(=O)(=O)c3cccc4nonc34)C2)c1 (stereo not given)	16%	?	-4%	-11%&13%	0.0%	6	0%	1%	3%	-7%
COc1ccc(NS(=O)(=O)c2ccc(OC)c3ccccc23)cn1	-5%	?	-8%	-15%	0.4%	-1	-33%[inhibitor]	·	-9%	5%
Cc1cc(C)cc(OCCCn2ccnc2)c1	0%	3%	0%	-2%	-0.3%	-1	·	7%	1%	1%
O=C(/C=C/c1cccc(Cl)c1)NCCN1CCOCC1	13%	?	-1%	21%	-1.5%	12	12%	-3%	15%	-7%
COc1ccc(C2N(c3cc(Cl)ccc3OC)C(=O)C3CCCN32)cc1OC (stereo not given)	-7%	5%	0%	10%	0.0%	0	-5%	10%	5%	-2%
Cn1c(=O)c2ccccc2n(Cc2cccc(F)c2)c1=O	1%	-20%	-6%	1%	0.0%	-4	-40%[inhibitor]	3%	-9%	1%
O=C(Nc1ccccc1C(=O)NC(Cc1ccccc1)C(=O)O)c1ccccc1 (stereo not given)	-5%	9%	1%	1%	-0.1%	-4	-2%	-7%	35%	-1%
C#CCOCCOCCOCCNc1nc(N2CCN(C(=O)[C@H](C(C)C)n3cc(CCO)nn3)CC2)nc(N2CCN(C(=O)[C@H]([C@@H](C)CC)n3cc(CCC(=O)O)nn3)CC2)n1	·	·	4%	7%	·	·	·	·	18%	11%
O=C(NCCC1=CCCCC1)C1CCN(Cc2cnn(-c3ccccc3)c2-n2cccc2)CC1	14%	?	-2%	-42%	0.2%	2	14%	-9%	-48%[inhibitor]	-1%
COc1ccc(N2CCN(C(=O)CN3c4cccc5cccc(c45)S3(=O)=O)CC2)cc1	·	?	0%	0%	0.5%	·	-3%	-2%	-44%	-1%
CCCCNC(=O)CSc1nnc(-c2ccc(S(=O)(=O)N3CCCC3)cc2)n1C	3%	3%	-7%	-4%	0.8%	-1	-14%	-6%	-16%	5%[46.1 µM]
CSc1ccccc1OCc1cc(C(=O)NCCCc2ccccc2)no1	-6%	0%	·	-17%	-1.2%	26	11%	9%	15%	7%

Random draw from the library; any-hit rate near 3.8%.
